# Screening data deposited in PubChem BioAssay by several laboratories.
# GPR55 antagonists = GPR55 antagonists blocking LPI-driven arrestin recruitment, primary screen, imaging, U2OS, beta-arrestin-GFP, LPI agonist (AID 2013) | G-protein coupled receptor 55 (Homo sapiens) | 290,000 compounds, 0.13% hits | U2OS GPR55 beta-arrestin-GFP translocation imaging, LPI antagonism; higher % means a stronger effect | one-dose inhibition, % at 10 µM; IC50 in µM for titrated hits;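 active = spots per cell inhibited over 60%, with over 100 cells counted and total cytoplasm intensity under 500,000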;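 note: U2OS cells stably carrying GPR55 and arrestin-GFP stimulated by 5 µM LPI near EC80; imaged beta-arrestin-GFP aggregate spots per cell after agonist stimulation; plate controls were LPI-stimulated DMSO wells for no effect and DMSO wells without LPI for full effect; some results filed as inactive read as strong as hits; confirmed hits need IC50 under 10 µM and bright autofluorescent wells are also inconclusive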
# GPR55 activation = GPR55 agonists via beta-arrestin recruitment, primary screen, imaging, U2OS cells, beta-arrestin-GFP redistribution (AID 1961) | G-protein coupled receptor 55 (Homo sapiens) | U2OS GPR55 beta-arrestin-GFP redistribution imaging; higher % means a stronger effect | activation, % at 10 µM, or EC50 in µM where a hit was titrated | 290,000 compounds, 0.048% hits;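 active = activation above 40% with more than 50 cells counted in the well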;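 note: U2OS osteosarcoma cells stably expressing GPR55 and beta-arrestin-GFP; plate controls were DMSO negative control for no effect and LPI positive control for full effect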
# NTR1 ag = agonists of NTR1, primary screen, imaging, U2OS cells, beta-arrestin-GFP, high content (AID 493036); Neurotensin receptor type 1 (Homo sapiens), P30989; NTR1-U2OS beta-arrestin-GFP spot imaging, agonist mode; activation, % at 20 µM; 330,000 compounds, 0.17% hits;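 active = activation at or above 40% of the spot to cytoplasm intensity ratio, with at least 20 cells analyzed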;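 note: 0% = DMSO without peptide and 100% = 100 nM NTR1 peptide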
# Target sequence (P30989 whole entry, looked up): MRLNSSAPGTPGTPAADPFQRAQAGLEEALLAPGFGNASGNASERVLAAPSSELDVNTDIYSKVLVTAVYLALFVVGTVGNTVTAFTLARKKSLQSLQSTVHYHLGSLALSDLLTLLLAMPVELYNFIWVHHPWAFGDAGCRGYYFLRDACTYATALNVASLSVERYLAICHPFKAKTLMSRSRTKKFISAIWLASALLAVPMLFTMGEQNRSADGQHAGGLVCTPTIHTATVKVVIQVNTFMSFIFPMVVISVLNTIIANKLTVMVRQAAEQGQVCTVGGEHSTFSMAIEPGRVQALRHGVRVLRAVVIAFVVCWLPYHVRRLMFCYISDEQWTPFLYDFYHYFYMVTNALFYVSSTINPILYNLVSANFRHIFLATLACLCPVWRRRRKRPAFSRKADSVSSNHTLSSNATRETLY
# KOR beta-arrestin-1 = KOR antagonists, beta-arrestin recruitment, cell-based, luminescence, uHTS (AID 1778); KOR beta-arrestin recruitment, luminescence, antagonist mode; higher % means a stronger effect; inhibition, % at 10 µM, or IC50 in µM where a hit was titrated; Kappa-type opioid receptor (Homo sapiens); 290,000 compounds, 0.091% hits; note: strong numbers were not always called active
# NOD1 inhibition = NOD1 signaling inhibitors, primary screen, cell-based, luminescence, uHTS (AID 1578); NOD1-driven NF-kB luciferase reporter cells, luminescence; higher % means a stronger effect; inhibition, % at 4 µM; hits with a dose series show EC50 in µM; 290,000 compounds, 1% hits; in the data active = inhibition mostly above about 36%, no sharp cut-off; inactive = mostly below about 34%;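 note: HEK-293T reporter cells stimulated with the NOD1 agonist gamma-tri-DAP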
# Myeloid diff MLP = induction of myeloid progenitor differentiation, primary screen, cell-based, flow cytometry, MLPCN library; ER-HoxA9 myeloid progenitors, lysozyme-GFP differentiation; calls only at 10 µM; 360,000 compounds, 1% hits;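 active = normalized GFP-positive differentiation at or above the plate's own cutoff, the solvent-only control mean plus 3 SD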;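 note: cells exposed to compound for four days before flow analysis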
# HEK293 NOD2/NF-kB = NOD2 signaling inhibitors, cell-based, luminescence, uHTS, HEK293 (AID 1566); 290,000 compounds, 0.63% hits; HEK293 NOD2/NF-kB luciferase reporter, luminescence; higher % means a stronger effect; inhibition, % at 4 µM; hits with a dose series show EC50 in µM; note: many of its hits are not listed in these tables
# KOR beta-arrestin-2 = KOR agonists, beta-arrestin recruitment, primary screen, cell-based, luminescence, uHTS (AID 1777); 280,000 compounds, 0.02% hits; activation, % at 10 µM, or EC50 in µM where a hit was titrated; KOR beta-arrestin recruitment, luminescence; higher % means a stronger effect; in the data active = activation above about 50%, passing the limit was not always enough; note: a part of the inactive calls stands beside numbers as strong as those of hits
# T cell HTS = modulators of CD8 T cell-vesicle binding, primary screen, mouse 2C CD8+ T cells, flow cytometry; 2C CD8+ T cell-vesicle binding; stronger effect = lower value; calls only at 7 µM; 330,000 compounds, 0.068% hits;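 active = response, share of CD8 T cells binding vesicles, and their 90th percentile fluorescence all below set limits, cut at about 80% in these data, passing the limit was not always enough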
#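 Assay system – 2C mouse CD8+ T cells · Also added – QL9-loaded Drosophila micro-vesicles · Timing – Cell–vesicle co-incubation 1.5 h at 37 °C, staining 20 min on ice · Signal – flow cytometry of vesicle-bound cells · Measure – percent CD8+ FL2 mean versus row control · Controls – Peptide-free naked vesicles (low) and QL9 vesicles with 0.7% DMSO vehicle (high)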
# T cell HTS vesicle-bound % = also measured in T cell HTS; calls as there; double positive events, %; measured here: CD8+ vesicle-bound cell fraction;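 binding gate set so that unloaded-vesicle control wells show 10% double positive cells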
# NTR1 ag cell count 20 µM = also measured in NTR1 ag; calls as there; cell count; measured here: cell count, cytotoxicity flag
# Myeloid diff MLP GFP+ MAC1+ % = second read-out of Myeloid diff MLP, no call of its own (marks repeat the call); GFP+ MAC1+ double positive, %; measured here: differentiation confirmed by MAC1 staining
# * hit, by the source's call; i = inactive; · = not tested or not shown; [ ] = remark or other dose. Cut-off read from the data, not from the text of the source, unless noted: active = inhibition above about 50%; inactive = the rest.
SMILES,GPR55 antagonists,GPR55 activation,NTR1 ag,NTR1 ag cell count 20 µM,KOR beta-arrestin-1,NOD1 inhibition,Myeloid diff MLP,Myeloid diff MLP GFP+ MAC1+ %,HEK293 NOD2/NF-kB,KOR beta-arrestin-2,T cell HTS,T cell HTS vesicle-bound %
NNC(=O)CSCc1nc(-c2ccccc2)cs1,12%,2.0%,1.0,66,16%,-6%,i,0.6,12%,1.0%,i,22
Cc1ccccc1/C=N/Nc1ccnc2cc(Cl)ccc12,0%,0.4%,·,·,25%,-10%,i,0.1,2%,4.7%,i,17
Cc1nc2nc(SCC(=O)NCCCN3CCCCCC3)nn2c(C)c1Cc1ccccc1,-12%,0.0%,0.1,34,-28%,-20%,i,0.7,-2%,0.5%,i,30
C=CCn1c(=N)n(CC(=O)c2ccc(OC)cc2)c2ccccc21,25%,0.0%,-0.4,66,11%,-11%,i,0.4,16%,53%,i,46
Cc1ccc(O)c(-c2[nH]ncc2C(=O)c2ccc(Cl)cc2)c1,7%,0.0%,2.0,94,2%,-9%,i,0.4,-9%,-1.1%,i,54
Cc1ccccc1CSc1nnc(-c2cccs2)n1Cc1ccco1,8%,-0.2%,0.7,97,-1%,-1%,i,2.2,-12%,3.5%,i,43
COc1ccccc1N1C(=O)S/C(=C\c2cc(C)n(C)c2C)C1=O,2%,-0.1%,1.1,66,-10%[20 µM],-32%,i,0.2,-83%,-2.5%,i,59
CCNS(=O)(=O)c1ccc(CCC(=O)Nc2ccccc2C(=O)OC)cc1,18%,0.0%,0.6,47,0%,-8%,i,0.8,-2%,-1.4%,i,37
O=C(c1ccccc1)c1ccc(Oc2ncccn2)cc1,6%,0.0%,-2.2,75,-1%,-26%,i,0.3,2%,-1.4%,i,40
O=C(Nc1ccncc1)Nc1cc(Cl)ccc1Cl,10%,-0.1%,1.6,60,-11%,8%,i,2.1,7%,-2.3%,i,56
CCOC(=O)NN1C(=O)c2ccccc2NC1c1cccs1 (configuration not stated),-2%,0.6%,-1.3,85,-6%,-16%,i,0.2,0%,-7.2%,i,46
Cn1c(SCC(=O)NC2CCCCC2)nnc1-c1ccncc1,3%,0.0%,-1.4,48,-24%,-37%,i,0.6,3%,3.0%,i,52
COc1ccc(OC)c(C2C(C(=O)c3ccco3)=C(O)C(=O)N2CCN2CCOCC2)c1 (configuration not stated),-3%,-0.2%,-0.3,57,-6%,-32%,i,0.3,1%,5.6%,i,41
CCCCc1c(C)nc2ccccc2c1SCCC#N,0%,0.2%,1.1,77,9%,17%,i,0.6,15%,-2.3%,i,60
O=C(NCCC1=CCCCC1)C(=O)NCC(c1ccco1)N1CCN(c2ccccc2)CC1 (configuration not stated),4%,0.3%,3.9,69,7%,-34%,i,0.6,-26%,13%,i,47

# Single entries from the results shown:
# `Cc1nc2nc(SCC(=O)NCCCN3CCCCCC3)nn2c(C)c1Cc1ccccc1` in GPR55 antagonists → -12%
# `O=C(NCCC1=CCCCC1)C(=O)NCC(c1ccco1)N1CCN(c2ccccc2)CC1` (configuration not stated) in HEK293 NOD2/NF-kB → -26%
# `Cc1ccc(O)c(-c2[nH]ncc2C(=O)c2ccc(Cl)cc2)c1` in KOR beta-arrestin-1 → 2%
# `Cn1c(SCC(=O)NC2CCCCC2)nnc1-c1ccncc1` in KOR beta-arrestin-2 → 3.0%

# The results go on.
SMILES,GPR55 antagonists,GPR55 activation,NTR1 ag,NTR1 ag cell count 20 µM,KOR beta-arrestin-1,NOD1 inhibition,Myeloid diff MLP,Myeloid diff MLP GFP+ MAC1+ %,HEK293 NOD2/NF-kB,KOR beta-arrestin-2,T cell HTS,T cell HTS vesicle-bound %
Cc1ccc(/C(O)=C/c2nc3ccccc3oc2=O)cc1,-7%,-0.1%,2.3,56,18%,-7%,i,0.5,12%,·,i,30
Cc1ccc(C)c(C(=O)COc2ncnc3ccccc23)c1,-13%,0.1%,1.8,62,-11%,-40%,i,0.2,9%,-0.3%,i,44
C=C1c2cc(C)ccc2NC(=O)N1c1ccccc1,10%,-0.1%,-0.5,87,21%,-30%,i,0.4,4%,0.9%,i,59
CCN(CC)CCn1c(N)nc2ccccc21,14%,0.3%,0.0,68,·,-4%,i,0.4,18%,·,i,27
CC1(C)CC(=O)c2cnc(N)nc2C1,·,-0.1%,-0.5,91,19%,11%,i,0.6,22%,-2.8%,i,7
COc1ccccc1/C=C1/C(=O)N(c2ccc([N+](=O)[O-])cc2)N=C1C,-3%,-0.1%,-0.4,55,9%,-19%,i,0.4,-2%,-1.0%,i,67
CCNc1nc(NCC)nc(C(=O)NN)n1,11%,0.1%,5.1,53,13%,-14%,i,1.3,14%,-0.9%,i,46
CCn1c(SCC(=O)c2ccc(Cl)cc2)nnc1-c1cccs1,12%,-0.1%,0.4,83,5%,-39%,i,0.5,-3%,0.7%,i,30
CCCC(=O)Nc1nc2c(c(=O)[nH]1)CCCC2,13%,-0.1%,-1.4,65,22%,0%,i,2.6,10%,-4.1%,i,32
O=C(Nc1ccnn1C1CCN(Cc2cc(Cl)ccc2O)CC1)C1CC1,-14%,-0.3%,0.5,40,-16%,-19%,i,1.8,-8%,0.3%,i,9
COc1ccc(NC(=O)CN2CCC(C(N)=O)(N3CCCCC3)CC2)cc1,-2%,-0.1%,0.1,83,-1%,-10%,i,6.2,5%,2.2%,i,55
COC(=O)C1C(=O)OC(C)(C)C1C(C)C(=O)c1ccccc1 (configuration not stated),8%,-0.2%,-1.8,91,30%,12%,i,0.4,15%,-7.0%,i,31
Cc1noc(C)c1S(=O)(=O)N(CC(=O)NCc1ccc2c(c1)OCO2)c1ccc(C(C)C)cc1,-2%,-0.1%,2.0,55,13%,-14%,i,1.1,-21%,14%,i,39
Cc1nn(C(C)C(=O)N2CCOCC2)c(=O)c2nn(-c3ccccc3)c(C)c12 (configuration not stated),6%,0.0%,0.0,46,-17%,-5%,i,6.8,-1%,2.3%,i,22
CCO[C@H]1OC(C(N)=O)=C[C@@H](c2ccc(Br)cc2)[C@@H]1CCCO,-1%,-0.2%,1.3,57,-2%,-14%,i,1.6,21%,·,·,·
CC1CCC2(CC1)NC(=O)N(CC(=O)NC(=O)Nc1ccc3c(c1)OCCO3)C2=O (configuration not stated),-9%,-0.1%,-0.3,59,-15%,6%,i,0.8,-9%,-0.1%,i,34
CC1(CC(=O)Nc2ccccc2)NC(=S)N(c2ccccc2)N1 (configuration not stated),10%,0.3%,2.2,49,-5%[20 µM],-17%,i,1.3,-10%,-4.8%,i,47
CCOC(=O)c1c(C)n(C)c2cc([N+](=O)[O-])c(O)c([N+](=O)[O-])c12,4%,0.1%,0.2,63,25%,6%,i,0.2,7%,0.4%,i,32
CC12CC(NC(=O)N1c1cccc(C(=O)N3CCN(c4ccccc4)CC3)c1)c1ccccc1O2 (configuration not stated),1%,-0.2%,-0.4,62,1%,-31%,i,0.6,-15%,3.2%,i,49
Cc1cc(OCC(=O)N(C)C)c2c(-c3ccccc3)cc(=O)oc2c1,0%,-0.2%,4.0,66,-9%,6%,i,1.5,17%,5.1%,i,55
Cc1ccc(C(=O)COC(=O)CN2C(=O)C3C4CC(C(Br)C4Br)C3C2=O)cc1 (configuration not stated),9%,0.2%,8.4,42,-11%,-30%,i,1.4,8%,-0.6%,i,9
CCN(CC)S(=O)(=O)c1ccc(C)c(NC(=S)Nc2cccc(S(=O)(=O)N3CCCCCC3)c2)c1,12%,0.1%,-1.1,66,19%,-10%,i,1.6,-1%,7.1%,i,32
CCc1ccc(NC(=O)C2CCN(S(=O)(=O)c3cnc[nH]3)CC2)cc1,12%,-0.1%,0.4,45,2%,-13%,i,0.0,15%,1.1%,i,34
COc1ccc(NC(=O)Cc2nnc(SCC(=O)Nc3nccs3)n2C)cc1,7%,-0.2%,-3.0,64,-20%,-11%,i,1.8,-6%,-8.1%,i,6
COc1cc(NC(=O)C2CCN(c3cnccn3)CC2)cc(OC)c1,-1%,-0.1%,-1.0,63,15%,-21%,i,0.4,7%,-2.6%,i,26
CCOc1cc(/C=C2\C(=O)N(c3cccc(C(F)(F)F)c3)C(=O)c3ccccc32)ccc1O,32%,2.8%,0.7,57,-26%,-11%,i,0.6,2%,5.4%,i,50
COC(=O)C1=C(C)N(C)C(C)=C(C(=O)OC)C1c1ccncc1,8%,0.0%,-3.5,56,-6%,-14%,i,1.7,14%,0.6%,i,28

# Quoted at random: 2 entries already listed, in no set order.
SMILES,GPR55 antagonists,GPR55 activation,NTR1 ag,NTR1 ag cell count 20 µM,KOR beta-arrestin-1,NOD1 inhibition,Myeloid diff MLP,Myeloid diff MLP GFP+ MAC1+ %,HEK293 NOD2/NF-kB,KOR beta-arrestin-2,T cell HTS,T cell HTS vesicle-bound %
CCOC(=O)c1c(C)n(C)c2cc([N+](=O)[O-])c(O)c([N+](=O)[O-])c12,4%,0.1%,0.2,63,25%,6%,i,0.2,7%,0.4%,i,32
CCNc1nc(NCC)nc(C(=O)NN)n1,11%,0.1%,5.1,53,13%,-14%,i,1.3,14%,-0.9%,i,46

# Only part of the results is shown (hit frequency here may not be typical).
